Pf growth 96h – Primary qHTS for delayed death inhibitors of the malarial parasite plastid, 96 hour incubation | P. falciparum luciferase reporter growth, 96 h | Potency, µM (highest dose often 28.7 µM), inactives show top-dose activity change, negative = inhibition, usual class: inhibitors | actives 6.9% (n = 320,000); further: potency means the concentration at half of the fitted maximal effect; on the % scale 0 is the no-effect control and ±100 the full control effect
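Delayed-death screen, second-generation endpoint: infected erythrocytes, 2% hematocrit, 0.05% parasitemia final; 96 hours at 37 C, 5% CO2; luciferase detection reagent; luminescence decrease equals reduced growth.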
LmPK inhibitor – qHTS Assay for Inhibitors of Leishmania Mexicana Pyruvate Kinase (LmPK); AID 1721, 2009; Potency, µM (highest dose often 57.5 µM), inactives show at the highest dose activity change, negative = inhibition, hits mostly inhibitors; purified LmPK, Kinase-Glo ATP luminescence, 1 h; actives 0.37% (n = 290,000); further: potency means the concentration at half of the fitted maximal effect; on the % scale 0 is the no-effect control and ±100 the full control effect
Target sequence (Q27686 whole entry, looked up): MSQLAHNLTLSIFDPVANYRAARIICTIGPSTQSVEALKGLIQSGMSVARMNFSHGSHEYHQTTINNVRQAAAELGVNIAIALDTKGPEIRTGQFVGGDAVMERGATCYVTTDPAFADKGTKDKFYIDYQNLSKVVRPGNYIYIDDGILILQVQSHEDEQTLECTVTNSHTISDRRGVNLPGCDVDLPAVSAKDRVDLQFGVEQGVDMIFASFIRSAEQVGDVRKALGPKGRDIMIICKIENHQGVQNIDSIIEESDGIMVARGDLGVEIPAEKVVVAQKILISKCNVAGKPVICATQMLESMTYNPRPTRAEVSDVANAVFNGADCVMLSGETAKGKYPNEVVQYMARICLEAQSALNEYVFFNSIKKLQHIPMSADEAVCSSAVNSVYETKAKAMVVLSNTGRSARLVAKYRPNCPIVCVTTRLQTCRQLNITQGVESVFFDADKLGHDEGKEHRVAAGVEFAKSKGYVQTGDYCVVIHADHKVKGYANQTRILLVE
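In 50 mM imidazole pH 7.2 with 7 mM MgCl2, LmPK (0.1 nM) turned over PEP (0.5 mM) and ADP (0.1 mM) for 1 h at room temperature. Luciferase read-out of ATP.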
Shiga inhibitor – A qHTS for Small Molecule Inhibitors of Shiga Toxin | Vero cells, Shiga toxin protein synthesis inhibition reporter | inhibition, % at 38.7 µM | actives 9.2% (n = 290,000) | AID 2315, 2010; in the data active means inhibition mostly above about 28%, no sharp cut-off; inactive means mostly below about 43%; further: 0% is about no effect
Pf growth 48h – Primary qHTS for delayed death inhibitors of the malarial parasite plastid, 48 hour incubation | P. falciparum luciferase growth in erythrocytes, 48 h | Potency, µM (top dose mostly 28.7 µM), without a hit: at the highest dose activity change, negative = inhibition, most hits filed as inhibitors | actives 5.9% (n = 310,000) | AID 504832, 2011; further: potency means the concentration at half of the fitted maximal effect; on the % scale 0 is the no-effect control and ±100 the full control effect
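Luciferase-expressing P. falciparum in infected erythrocytes (2% hematocrit, 0.1% parasitemia final) in RPMI 1640/0.5% Albumax were exposed to compound for 48 hours at 37 C, 5% CO2; growth read as luminescence.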
Cycloheximide cs – Cycloheximide Counterscreen for Small Molecule Inhibitors of Shiga Toxin. cell reporter, cycloheximide protein synthesis inhibition counterscreen. max response, %. actives 12% (n = 300,000). AID 2314, 2010; in the data active means max response mostly above about 13%, no sharp cut-off; inactive means mostly below about 14%; further: read at 38.3 µM for the half of the compounds with a filed dose; 0% is about no effect
AmpC inh no detg – qHTS Inhibitors of AmpC Beta-Lactamase (assay without detergent). AID 485341, 2010. Potency, µM (doses to about 57.1 µM), for the others: at the top dose activity change, negative = inhibition, actives largely listed as inhibitors. P00811. actives 0.52% (n = 330,000). AmpC nitrocefin hydrolysis, absorbance 480 nm, 0.0001% Triton;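 further: potency means the concentration at half of the fitted maximal effect; plate controls were no compound for no effect and no enzyme for full effect; nearly all actives have a fitted effect of over 20% in size; some results filed as inactive show a strong effect at the top dose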
Target sequence (P00811 whole entry, looked up): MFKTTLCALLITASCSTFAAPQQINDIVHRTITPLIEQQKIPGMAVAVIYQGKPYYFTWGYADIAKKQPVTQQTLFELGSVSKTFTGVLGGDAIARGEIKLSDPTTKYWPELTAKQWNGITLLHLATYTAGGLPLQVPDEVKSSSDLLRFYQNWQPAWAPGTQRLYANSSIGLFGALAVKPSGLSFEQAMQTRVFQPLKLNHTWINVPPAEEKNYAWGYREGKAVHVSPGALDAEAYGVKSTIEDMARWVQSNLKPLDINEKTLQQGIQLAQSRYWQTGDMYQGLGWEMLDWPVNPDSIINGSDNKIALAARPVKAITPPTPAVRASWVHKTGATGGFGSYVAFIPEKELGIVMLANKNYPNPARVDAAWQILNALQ
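AmpC (5.3 nM in the dispensed reagent) in 20 mM phosphate pH 7.0 with 0.01% (detergent screen) or 0.0001% Triton X-100 was preincubated with compounds for 15 min at room temperature. Nitrocefin was then added from an 800 uM solution, and hydrolysis was followed at 480 nm.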
TbPYK inhibitor – qHTS of Trypanosoma Brucei Inhibitors; actives 0.12% (n = 410,000); pyruvate kinase (Trypanosoma brucei), Q57TT1; AID 624173, 2012; Potency, µM (titrated, usually from 76.8 µM), for the others: at the top dose activity, negative = inhibition, most hits filed as inhibitors; TbPYK enzyme, Kinase-Glo Plus ATP luminescence, 45 min; further: potency means the concentration at half of the fitted maximal effect; on the % scale 0 is the no-effect control and ±100 the full control effect; nearly all actives have a fitted effect of over 50% in size
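Activity of T. brucei pyruvate kinase was followed by Kinase-Glo Plus luminescence after the enzyme reacted 45 min at room temperature with 130 uM ADP (final) and substrate. Test compounds were added before ADP at multiple concentrations.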
Starred values were filed as active, the others as inactive; u = inconclusive; x = no result given; [ ] = dose if it differs, or a comment. Unless noted, the call rests on the fitted dose curve; in most records, active means well fitted curve in the direction sought with a large enough effect; inconclusive means small, poorly fitted or top-dose-only effect, or another doubt; inactive means no such curve, though single readings can be large; an effect the other way counts as inactive or inconclusive.

SMILES	Pf growth 96h	LmPK inhibitor	Shiga inhibitor	Pf growth 48h	Cycloheximide cs	AmpC inh no detg	TbPYK inhibitor
CCN(CC(=O)Nc1c(F)cccc1F)C(=O)Cc1csc(-c2ccccc2)n1	2%	x	x	1%	x	8%	0%
CCOC(=O)C(=O)NCC(c1ccco1)S(=O)(=O)c1cccs1 (centres undefined)	-1%	x	x	10%	x	-10%	-1%
CCSc1nc2ccccc2n1Cc1ccccc1F	u	4%	24	8%	-1	8%	0%
COc1ccc(NS(=O)(=O)c2ccc(OCC(=O)N3CCOCC3)cc2)cc1	4%	-1%	-12	-1%	7	-12%	7%
Fc1cccc(Cn2cc(C(=S)N3CCCCC3)c3ccccc32)c1	u	2%	1	12µM*	1	5%	-8%
O=C(O)C1CCCCN1C(=O)c1ccc(S(=O)(=O)N2CCCC2)cc1 (centres undefined)	10%	x	x	-22%	x	74%[activator]	-2%
CCCn1c(SCC(=O)c2c[nH]c3ccccc23)nnc1-c1ccncc1	u	0%	-14	u	-3	29%	u
Cc1nc(S(=O)(=O)c2ccc(Cl)cc2)c(NCc2ccccc2)o1	x	9%	-7	x	-1	-55%	10%
Cn1c(NCc2ccccc2)nc2c1c(=O)n(Cc1ccccc1)c(=O)n2C	3.7µM*	1%	13	7.4µM*	-4	-2%	1%
Cc1cc(NC(=O)CSc2nc3c(C)cccc3cc2C#N)no1	7%	1%	3	1%	-2	-26%	1%

Exported with values under each structure: 5 of the compounds above.
The line under a structure holds: Pf growth 96h | LmPK inhibitor | Shiga inhibitor | Pf growth 48h | Cycloheximide cs | AmpC inh no detg | TbPYK inhibitor
> O=C(O)C1CCCCN1C(=O)c1ccc(S(=O)(=O)N2CCCC2)cc1 (centres undefined)
  10% | x | x | -22% | x | 74%[activator] | -2%
> CCCn1c(SCC(=O)c2c[nH]c3ccccc23)nnc1-c1ccncc1
  u | 0% | -14 | u | -3 | 29% | u
> Cc1nc(S(=O)(=O)c2ccc(Cl)cc2)c(NCc2ccccc2)o1
  x | 9% | -7 | x | -1 | -55% | 10%
> Cn1c(NCc2ccccc2)nc2c1c(=O)n(Cc1ccccc1)c(=O)n2C
  3.7µM* | 1% | 13 | 7.4µM* | -4 | -2% | 1%
> Cc1cc(NC(=O)CSc2nc3c(C)cccc3cc2C#N)no1
  7% | 1% | 3 | 1% | -2 | -26% | 1%

The main list resumes; the 5 compounds before the break are reprinted first.
SMILES	Pf growth 96h	LmPK inhibitor	Shiga inhibitor	Pf growth 48h	Cycloheximide cs	AmpC inh no detg	TbPYK inhibitor
O=C(O)C1CCCCN1C(=O)c1ccc(S(=O)(=O)N2CCCC2)cc1 (centres undefined)	10%	x	x	-22%	x	74%[activator]	-2%
CCCn1c(SCC(=O)c2c[nH]c3ccccc23)nnc1-c1ccncc1	u	0%	-14	u	-3	29%	u
Cc1nc(S(=O)(=O)c2ccc(Cl)cc2)c(NCc2ccccc2)o1	x	9%	-7	x	-1	-55%	10%
Cn1c(NCc2ccccc2)nc2c1c(=O)n(Cc1ccccc1)c(=O)n2C	3.7µM*	1%	13	7.4µM*	-4	-2%	1%
Cc1cc(NC(=O)CSc2nc3c(C)cccc3cc2C#N)no1	7%	1%	3	1%	-2	-26%	1%
O=C(O)c1ccc(N2C(=O)c3[nH]nc(-c4ccccc4)c3C2c2ccccc2)cc1 (centres undefined)	-22%	5%	-3	-35%	-13	-35%	-3%
O=C(/C=C/c1cn(-c2ccccc2)nc1-c1cccnc1)NCCN1CCOCC1	u	5%	-3	-25%	-2	-6%[11.4 µM]	3%
CC1(C)CC(=O)C2=C(C1)Oc1ncn(Cc3ccco3)c(=N)c1C2c1ccccc1 (centres undefined)	6.6µM*	2%	-18	u	-2	19%	0%
S=C(NCc1ccco1)Nc1ccccn1	u	0%	27	-23%	5	-13%[2.29 µM]	-19%
CCOc1ccc(-n2c(=O)c3sccc3n(CC(=O)NC3CCCCC3)c2=O)cc1	36%[activator]	-6%	-35	-8%	1	-4%	0%
Cc1ccnc(NC(=O)COc2ccc3oc4c(c3c2)CCCC4)c1	12µM*	2%	66*	125%[activator]	43*	-18%	-10%
COC(=O)c1nn(-c2ccccc2)c2nnc(Cc3ccc(C)cc3)c(=O)n12	-25%	-1%	-9	6%	10	1%	6%
CC(C)C(=O)NS(=O)(=O)c1ccc(N)cc1	u	4%	-13	2%	-2	6%	1%
Oc1oc(C=Nc2ccc(F)cc2F)c2ccccc12	39%[activator]	4%	-1	0%	9	-28%	-5%
CCCCN(C(=O)COC(=O)CSc1cc(C)c2ccccc2n1)c1c(N)n(CCC)c(=O)[nH]c1=O	6%	-2%	3	12%	-2	-17%	-3%
COC(=O)c1ccc(CSc2nc3ccccc3s2)o1	0%	0%	48*	72%[activator]	56*	-22%	4%
COC(=O)c1ccc(NC(=O)COc2ccccc2OC)cc1	0%	7%	8	4%	7	-27%	-6%
Cc1occc1C(=O)NNC(=O)c1ccccc1F	-2%	u	40	104%[activator]	23*	2%	-7%
O=C(Nc1ccc(F)cc1)c1cc(-c2ccccn2)nc2c(Cl)cccc12	-22%	0%	-25	2%	5	-6%	7%
O=C1CCCN1CCCNc1nc2c(S(=O)(=O)c3ccc(Br)cc3)nnn2c2ccccc12	u	-1%	-2	u	3	4%	4%
O=C(Nc1nnc(-c2ccccc2)s1)c1cccc(S(=O)(=O)N2CCOCC2)c1	u	-2%	-6	u	-2	-21%	3%
COc1ccc(N2CC(C(=O)Nc3c4c(nn3-c3ccc(OC)cc3)CS(=O)(=O)C4)CC2=O)cc1 (centres undefined)	-10%	-10%	-6	-5%	-3	8%	4%
CC12CCC(C(=O)NCCCN3CCOCC3)(C(Br)C1=O)C2(C)C (centres undefined)	31%[activator]	-1%	10	6%	-2	3%	-1%
Cc1nc(C)c(-c2ccn(S(=O)(=O)c3ccc(Cl)cc3)n2)o1	-20%	3%	-7	u	-1	42%	0%
O=C(OCC(=O)c1ccccc1Br)c1ccccn1	8.3µM*	-3%	4	20%	-1	-21%	0%
COC(=O)c1ccc(NC(=S)N2CCN(C(=O)c3ccco3)CC2)cc1	36%[activator]	1%	-14	5%	-1	0%	-27%
CCOc1cc(N2CCOCC2)c(OCC)cc1NC(=O)c1ccc(OC(C)C)cc1	u	5%	17	-21%	-1	-2%	-2%
N#C/C(=C\c1ccc(Cl)s1)C(=O)N1CCN(c2ccccc2)CC1	17%	1%	-4	-3%	7	-23%	1%
Cc1nc(CS(=O)c2ccc(Cl)cc2)cc(N2CCOCC2)n1 (centres undefined)	95%[activator]	3%	12	-10%	6	-14%	-19%
C/C(N)=C(/C#N)C(=O)COC(=O)C(c1ccccc1)c1ccccc1	1%	1%	-12	7%	3	-11%	-1%
COc1ccc(/C=C/C(=O)NCC(=O)N/N=C(/C)c2ccc(Cl)cc2)cc1	24%	2%	1	31%[activator]	12	-19%	-4%
O=C(c1ccccc1)[C@H]1CC=CC[C@H]1C(=O)O	15%	1%	2	19%	-1	-9%	2%
N/C(=N\OC(=O)Cc1ccccc1)c1ccccn1	40%[activator]	-10%	37	119%[activator]	28*	-17%	-29%
CCc1cccc(C)c1NC(=O)CN(C)S(=O)(=O)c1ccc(-c2ccc(=O)[nH]n2)s1	u	-2%	-2	u	2	13%	-1%
O=S1(=O)CCO[C@H]2Cc3ccccc3[C@H]2N1Cc1cccc(C(F)(F)F)c1	u	4%	-1	55%[activator]	-3	106%[activator]	-2%
CC1=NN(c2ccc(Br)cc2)C(=O)/C1=C/c1ccc(-c2ccccc2C(=O)O)o1	0%	6%	x	-10%	-1	-10%	1%
Fc1ccc(NC(=S)Nc2cccnc2)cc1	0%	1%	-4	11%	10	-20%	-4%
COc1ccc(S(=O)(=O)NCc2ccccn2)cc1NC(=O)c1ccc(C)cc1	26%	x	x	7%	x	0%	2%
C=CCn1c(COc2ccc(OC)cc2)nnc1SC(C)C(=O)NC1CC1 (centres undefined)	u	x	x	-21%	x	1%	0%
Nn1c(SCC(=O)N2CCCc3ccccc32)nnc1-c1ccccc1	26%	-5%	-2	7%	-2	-8%	-18%
C[C@H]1CN=C(N(C)C)N1CCc1cccc(F)c1	60%[activator]	x	x	u	x	-7%	-6%
Cc1nc(-c2cc(-c3nc(-c4cc(C(F)(F)F)cc(C(F)(F)F)c4)no3)no2)cs1	31%[activator]	-3%	7	24%	-2	-8%	6%
CN(C)C(CNC(=O)c1cccc(S(=O)(=O)N2CC3(C)CC2CC(C)(C)C3)c1)c1ccco1 (centres undefined)	17%[5.75 µM]	-4%	-3	u	1	150%[activator]	1%
N/C(=N\OC(=O)c1ccc2c(c1)OCO2)c1cccc([N+](=O)[O-])c1	111%[activator]	-10%	88	2%	31*	-20%	-23%
CCOC(=O)c1sc(=S)n(-c2ccc(Cl)cc2)c1C	u	7%	14	5.2µM*	-1	-2%	-3%
O=c1oc2ccccc2cc1-c1csc(Nc2ccc(O)cc2)n1	4%	-1%	111*	2%	46*	-33%	-2%
Nc1c(S(=O)(=O)c2cc(Cl)ccc2Cl)c2nc3ccccc3nc2n1CCN1CCOCC1	x	0%	-16	13µM*	-4	183%[activator]	0%
CC(C)NC(=O)Cn1cnc2c(cnn2-c2ccc(F)cc2)c1=O	11%	-1%	-6	-1%	1	-18%	-2%
CCc1ccc(S(=O)(=O)Nc2ccc(O)c3c(=O)cc(-c4ccccc4Cl)oc23)cc1	u	7%	-3	u	-4	-51%	3%
C/C(=C\c1ccccc1)CN1CCN(c2cccc(Cl)c2)CC1	u	1%	21	-7%	1	-22%	1%
C=CCN(C(=O)c1csnn1)C(C(=O)NC1CCCCC1)c1ccc(Cl)cc1 (centres undefined)	7%	6%	-7	u	-6	18%	2%
O=C(O)c1ccc(CSc2nnc(COc3ccc(Cl)cc3Cl)o2)cc1	2.6µM*	7%	14	x	5	-19%	-3%

Screening data deposited in PubChem by National Center for Advancing Translational Sciences (NCATS).

Compounds were not picked by outcome. Share with any hit: about 22%.
